# Compound activity as filed in PubChem BioAssay.
# MRP resist rev: reversal of MRP1-mediated doxorubicin resistance, primary screen, H69AR cells, doxorubicin co-treatment; actives 0.04% (n = 85,000); H69AR cells + 2 uM doxorubicin, CellTiter-Glo, 72 h; differential viability (reversal), % at 10 µM;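 active = viability drop by adding the cancer drug above about 55%, with treated viability meeting a 40% cutoff, limit read from the data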;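 note: viability without doxorubicin minus viability with 2 µM doxorubicin for each compound; larger differential means the compound sensitizes cells more to doxorubicin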
# PLAP inhibition: PLAP enzyme inhibitors, biochemical, luminescence, HTS (AID 690); purified PLAP, luminescent substrate; higher % means a stronger effect; one-dose inhibition, % at 20 µM; IC50 in µM for titrated hits; actives 0.08% (n = 96,000); in the data active = a potency from the dose series; inactive = the rest, 99 in 100 with inhibition below about 30%; note: strong numbers were not always called active
# NFkB transloc inh: inhibitors of IL-1B driven NFkB p65 nuclear import, primary screen, imaging, HUVEC, IL-1B stimulus, high-content imaging; HUVEC IL-1B NFkB p65 nuclear translocation imaging; inhibition, % at 2 µM; actives 0.43% (n = 94,000);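 active = inhibition above about 30% together with a positive call from visual inspection of the well image, limit read from the data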;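 note: nuclear over cytoplasmic p65 intensity ratio measured by imaging; 0% = IL-1B stimulated DMSO wells and 100% = unstimulated DMSO wells; values of inactives mirror those of a sister screen read the other way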
# Bcl-B displacement: displacers of TR3 peptide from Bcl-B, primary screen, selectivity assay for Bfl-1 inhibitor project, biochemical, fluorescence polarization; Bcl-2-like protein 10 (Homo sapiens); FP displacement of FITC-TR3 peptide from Bcl-B; higher % means a stronger effect; displacement, % at 20 µM, or IC50 in µM where a hit was titrated; actives 0.11% (n = 96,000); AID 748, 2007;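 active = displacement above 50% at 20 µM plus a fluorescence interference ratio under 1.5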;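 note: plate controls were wells without compound for no effect and wells lacking Bcl-B protein for full effect; a part of the inactive calls stands beside numbers as strong as those of hits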
# NFkB transloc pot: enhancers of NFkB p65 translocation in HUVEC – imaging, IL-1B stimulus, high-content imaging, primary screen | HUVEC IL-1B NFkB p65 nuclear translocation imaging | activation, % at 2 µM | actives 0.3% (n = 94,000) | AID 819, 2007;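 active = activation above 40%, about the mean plus 3 SD, also judged a hit on visual image review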;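 note: percent activation is computed from the nuclear over cytoplasmic p65 intensity ratio; values of inactives mirror those of a sister screen read the other way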
# MRP resist rev cytotoxicity: second read-out of MRP resist rev, no call of its own (marks repeat the call); viability, %; H69AR cells, CellTiter-Glo, 72 h; measured here: cytotoxicity without doxorubicin
# MRP resist rev with doxorubicin: recorded beside MRP resist rev, whose call it bears; viability, %; measured here: viability with 2 uM doxorubicin; stronger effect = lower value
# NFkB transloc inh cell count 2 µM: recorded beside NFkB transloc inh, whose call it bears; cell count; measured here: cells passing quality filter;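 raw number of nuclei counted in each imaged well without normalization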
# NFkB transloc pot cell count 2 µM: second read-out of NFkB transloc pot, no call of its own (marks repeat the call); cell count; measured here: cells passing quality filter
# Starred values were filed as active, the others as inactive; / = not tested or not shown. A portion of the library; the hit share may differ from the screen's.
SMILES,MRP resist rev,MRP resist rev cytotoxicity,MRP resist rev with doxorubicin,PLAP inhibition,NFkB transloc inh,NFkB transloc inh cell count 2 µM,Bcl-B displacement,NFkB transloc pot,NFkB transloc pot cell count 2 µM
O=C(c1ccccc1)N1CCN(S(=O)(=O)N2CCCCC2)CC1,8,90,82,-34%,-2,142,1%,3,142
CC(NC(=O)C(Cc1ccccc1)NC(=O)c1ccccc1)C(=O)O (configuration not stated),-17,71,88,0%,/,/,7%,/,/
Cc1ccc(-c2nc(CS(=O)CC(=O)NCc3ccccc3)c(C)o2)cc1 (configuration not stated),4,88,84,-11%,-25,199,4%,25,199
O=C(CC1C(=O)N(c2ccc(F)cc2)C(=O)N1Cc1ccccn1)Nc1ccccc1 (configuration not stated),14,106,92,-16%,-6,130,16%,-11,42
CC(C)CCNc1nc2c(cc1C#N)COC(C)(C)C2,4,104,101,-2%,7,105,-4%,-7,105
COc1ccc(N(CC(=O)NCc2ccco2)S(C)(=O)=O)cc1Cl,-3,95,98,-38%,-9,140,-5%,9,140
C1CCC(Nc2nnnn2C2CCCCC2)CC1,10,94,83,-6%,-9,138,-2%,9,138
Cc1scc(C(=O)N2CCN(S(C)(=O)=O)CC2)c1-c1ccccc1,17,91,74,-23%,-9,173,-1%,9,173
O=C(NCCCn1ccnc1)c1cc(-c2cccs2)on1,32,68,36,0%,5,109,-9%,-5,109
CCC(C)(C)NC(=O)C(c1cccn1C)N(C(=O)Cn1nnc2ccccc21)c1ccc(OC)cc1OC (configuration not stated),-9,80,89,/,-5,148,/,5,148
CN(CP(=O)(O)CN(C)S(C)(=O)=O)S(C)(=O)=O,1,101,100,-1%,-30,183,-6%,30,183
CCOC(=O)CSc1nnc(-c2ccc(S(=O)(=O)N3CCOCC3)cc2)n1-c1ccccc1,-12,78,90,-46%,-21,116,0%,21,116
FC(F)(F)c1cc(-c2ccccc2)nc2ncnn12,15,91,76,/,-31,116,/,31,116
Cc1noc(NS(=O)(=O)c2ccc(NC(=O)CSc3nnc(-c4ccccc4)n3C3CCCCC3)cc2)c1C,-7,108,115,-49%,3,61,13%,-3,61
O=C(CN1CCSCC1)N/N=C/c1ccc(F)cc1,8,99,90,3%,-14,160,-9%,14,160
CCOc1ccc(OCCSc2nnnn2C2CCCCC2)cc1,23,92,70,8%,-5,213,-6%,5,213
O/N=C/c1cccn1-c1ccc(O)cc1,6,96,90,-14%,-9,199,1%,9,199
COC(=O)C(NC(=O)c1ccccc1C)(Nc1ncc(S(=O)(=O)c2ccc([N+](=O)[O-])cc2)s1)C(F)(F)F (configuration not stated),/,/,/,-27%,15,188,-7%,-15,188
OC(COc1ccc(OCc2ccccc2)cc1)CN1CCCCC1 (configuration not stated),21,86,65,6%,-15,135,-1%,15,135
COc1ccc(C(=O)NCc2ccc(N3CCN(C(=O)OC(C)(C)C)CC3)cc2)cc1,/,/,/,-7%,/,/,0%,/,/
Cc1ccc(S(=O)(=O)N2CC(=O)Nc3ccccc32)cc1,-5,98,103,0%,-13,77,-2%,13,77
CC1CN(C(=O)N[C@@H](Cc2ccccc2)C(=O)O)CC(C)O1 (some centres not stated),1,97,97,13%,-10,118,11%,10,118
CC(=O)Oc1ccc(C(=O)O)cc1OC(C)=O,8,96,88,4%,-8,178,-4%,8,178
O=C(c1ccc(COc2ccc3c(c2)CCC3)o1)N1CCN(c2ccccc2)CC1,/,/,/,/,-5,149,/,5,149
CC(=O)c1cccc(NC(=O)c2ccncc2)c1,3,97,95,15%,8,122,2%,-8,122

# Some of the entries so far, with two lines to a compound.
# Second line of a record – MRP resist rev	MRP resist rev cytotoxicity	MRP resist rev with doxorubicin	PLAP inhibition	NFkB transloc inh	NFkB transloc inh cell count 2 µM	Bcl-B displacement	NFkB transloc pot	NFkB transloc pot cell count 2 µM
CN(CP(=O)(O)CN(C)S(C)(=O)=O)S(C)(=O)=O
 : 1	101	100	-1%	-30	183	-6%	30	183
CCOC(=O)CSc1nnc(-c2ccc(S(=O)(=O)N3CCOCC3)cc2)n1-c1ccccc1
 : -12	78	90	-46%	-21	116	0%	21	116
FC(F)(F)c1cc(-c2ccccc2)nc2ncnn12
 : 15	91	76	/	-31	116	/	31	116
Cc1noc(NS(=O)(=O)c2ccc(NC(=O)CSc3nnc(-c4ccccc4)n3C3CCCCC3)cc2)c1C
 : -7	108	115	-49%	3	61	13%	-3	61
O=C(CN1CCSCC1)N/N=C/c1ccc(F)cc1
 : 8	99	90	3%	-14	160	-9%	14	160
CCOc1ccc(OCCSc2nnnn2C2CCCCC2)cc1
 : 23	92	70	8%	-5	213	-6%	5	213
O/N=C/c1cccn1-c1ccc(O)cc1
 : 6	96	90	-14%	-9	199	1%	9	199
COC(=O)C(NC(=O)c1ccccc1C)(Nc1ncc(S(=O)(=O)c2ccc([N+](=O)[O-])cc2)s1)C(F)(F)F (configuration not stated)
 : /	/	/	-27%	15	188	-7%	-15	188
OC(COc1ccc(OCc2ccccc2)cc1)CN1CCCCC1 (configuration not stated)
 : 21	86	65	6%	-15	135	-1%	15	135
COc1ccc(C(=O)NCc2ccc(N3CCN(C(=O)OC(C)(C)C)CC3)cc2)cc1
 : /	/	/	-7%	/	/	0%	/	/
Cc1ccc(S(=O)(=O)N2CC(=O)Nc3ccccc32)cc1
 : -5	98	103	0%	-13	77	-2%	13	77
CC1CN(C(=O)N[C@@H](Cc2ccccc2)C(=O)O)CC(C)O1 (some centres not stated)
 : 1	97	97	13%	-10	118	11%	10	118
CC(=O)Oc1ccc(C(=O)O)cc1OC(C)=O
 : 8	96	88	4%	-8	178	-4%	8	178
O=C(c1ccc(COc2ccc3c(c2)CCC3)o1)N1CCN(c2ccccc2)CC1
 : /	/	/	/	-5	149	/	5	149
CC(=O)c1cccc(NC(=O)c2ccncc2)c1
 : 3	97	95	15%	8	122	2%	-8	122

# Further entries follow.
SMILES,MRP resist rev,MRP resist rev cytotoxicity,MRP resist rev with doxorubicin,PLAP inhibition,NFkB transloc inh,NFkB transloc inh cell count 2 µM,Bcl-B displacement,NFkB transloc pot,NFkB transloc pot cell count 2 µM
N#Cc1ccccc1NC(=O)CSc1nccn1CCc1ccccc1,/,/,/,20%,-17,118,-1%,17,118
O=C1NC2=C(C(=O)c3ccccc32)C(c2ccccc2)N1 (configuration not stated),-10,87,98,9%,6,114,2%,-6,114
O=C(CN1C(=O)COc2ccccc21)NCc1ccc(C(=O)O)cc1,1,97,96,-11%,-9,136,-4%,9,136
C=CCNc1ncnc2c1cnn2-c1ccc(OC)cc1,/,/,/,7%,-6,82,6%,6,82
CC(C)(C)C(=O)CCN1C(=O)C2(OCCO2)c2ccccc21,12,88,77,-4%,0,140,-7%,0,140
CC(C)N(Cc1nc(-c2ccccc2)no1)C(=O)CN(C)S(=O)(=O)c1ccccc1,/,/,/,16%,-15,188,-7%,15,188
C/C(CC(C)(C)C1CCCCC1)=N\NC(N)=S,-21,24,45,21%,/,/,3%,/,/
N#C/C(=C\N1CCN(Cc2ccc3c(c2)OCO3)CC1)c1nc2ccccc2s1,-2,60,63,-25%,-17,91,-35%,17,91
CN(C)S(=O)(=O)c1ccc(N2CCCC2)c(C(=O)NCc2ccccc2)c1,6,84,78,-68%,-9,69,3%,9,69
O=C(c1ccc(-c2ccc(Cl)cc2)o1)N1CCN(c2ccc([N+](=O)[O-])cc2Cl)CC1,/,/,/,-20%,8,130,-4%,-8,130
O=C(c1ccccc1)N1CCCC(c2ccc(Cl)cc2)=N1,/,/,/,1%,0,134,-1%,0,134
CCOc1ccccc1Nc1ccc(C(=O)O)cc1NC(C)=O,9,94,86,4%,/,/,6%,/,/
CC(=O)Nc1ccc(S(=O)(=O)N2CCN(c3cc(C)ccc3C)CC2)cc1,21,103,81,-40%,/,/,-2%,/,/
CCc1c(C)nc2cc(-c3ccc(OC)c(OC)c3)nn2c1N1CCCC1,-2,38,40,-24%,10,112,1%,-11,112
N#Cc1nc(COc2ccc(-c3ccccc3)cc2)oc1NCCCN1CCOCC1,-10,49,59,-70%,4,179,-5%,-5,179
CCCCNc1cc(C)nc(N2CCOCC2)n1,-4,91,96,-17%,0,160,-2%,0,160
C[C@H](NC(=O)NCc1cccs1)C(=O)O,3,98,95,0%,4,122,-2%,-4,122
CCOC(=O)c1cnn(-c2ccccc2)c1NC(=O)c1cccs1,8,90,82,-14%,-10,85,4%,10,85
COC(=O)c1c(N2C(=O)CCC2=O)sc2c1CCCC2,-14,64,77,-15%,-13,191,7%,13,191
O=C(O)c1ccc(NC(CSCc2ccc(F)cc2)C(=O)O)c([N+](=O)[O-])c1 (configuration not stated),1,102,101,35%,/,/,6%,/,/
COCCN1Cc2cccc(C(=O)Nc3cc(C)cc(C)c3)c2C1=O,2,87,85,4%,-7,208,-1%,7,208
CC(=O)c1cc(OC(=O)c2ccncc2)ccc1OC(=O)c1ccncc1,0,84,83,1%,2,104,-3%,-2,104
COc1ccc(NC(=O)Nc2ccc(F)cc2F)c(C)c1,10,92,82,3%,-7,76,5%,7,76
CCc1cc(C(=O)OC)c(NC(=O)CCC(=O)O)s1,13,109,95,-24%,-6,127,-1%,6,127
CCOC(=O)N1CCN(C(=O)c2cn(CC)c3ccc(S(=O)(=O)N4CCCC4)cc3c2=O)CC1,9,99,90,-26%,-5,49,-12%,5,49

# More entries.
SMILES,MRP resist rev,MRP resist rev cytotoxicity,MRP resist rev with doxorubicin,PLAP inhibition,NFkB transloc inh,NFkB transloc inh cell count 2 µM,Bcl-B displacement,NFkB transloc pot,NFkB transloc pot cell count 2 µM
CC12CCC(C(=O)NCc3ccc(Cl)cc3)(OC1=O)C2(C)C (configuration not stated),3,88,85,-12%,-5,153,2%,5,153
Cc1ccc2oc(=O)c3cnn(CC(=O)N4CCCCCC4)c3c2c1,3,89,86,-7%,-4,183,-23%,4,183
CSc1nc(C)c2c(n1)N(c1ccc(C(F)(F)F)cc1)CC2,/,/,/,18%,4,140,-4%,-3,140
CCn1cc(C2=NCCO2)c2ccccc21,6,94,89,5%,6,180,4%,-6,180
Cc1cccc(N(NC(=O)C(C)(C)O)C(=O)c2ccccc2)c1,5,103,98,-5%,-7,151,4%,7,151
Cc1c(NC(=O)c2noc3c2CCc2ccccc2-3)c(=O)n(-c2ccccc2)n1C,9,105,96,/,-33,57,/,33,57
CCCCOC(=O)c1cccc(NC(=O)CC)c1,23,98,75,/,-4,117,/,4,117
COc1cc(NC(=O)CN2C(=O)NC(C)(CC(C)C)C2=O)cc(OC)c1 (configuration not stated),/,/,/,-32%,-16,187,-2%,16,187
COc1cccc(-c2cc(C(F)(F)F)nc(N3CCN(c4ccccc4)CC3)n2)c1,/,/,/,11%,-4,180,-11%,4,180
Cc1cc2c3c(c1C)C1(C(=O)N3C(C)(C)CC2C)C(C#N)=C(N)OC2=C1C(=O)CC(C)(C)C2 (configuration not stated),7,99,92,-39%,3,160,-5%,-3,160
CCOc1ccc(NC(=O)CN(C2CCCCC2)S(C)(=O)=O)cc1,-8,64,72,7%,-9,183,-9%,9,183
CCOC(=O)N1CCN(C(=O)c2cn(C)c(=O)c3c2c2ccccc2n3C)CC1,-45,40,85,-29%,3,114,3%,-3,114
COc1ccc(C(=O)N2CCN(c3c(C)cccc3C)CC2)cc1OC,5,86,80,-62%,-23,172,17%,23,172
O=C(NCC1CCCO1)c1ccc2nc(N3CCCCC3)sc2c1 (configuration not stated),11,95,84,-8%,/,/,-8%,/,/
CCCOc1ccc(N2CC(C(=O)Nc3ccccc3F)CC2=O)cc1 (configuration not stated),-2,89,91,-5%,-8,92,2%,8,92

# Two entries from above, bar-delimited:
compound | MRP resist rev | MRP resist rev cytotoxicity | MRP resist rev with doxorubicin | PLAP inhibition | NFkB transloc inh | NFkB transloc inh cell count 2 µM | Bcl-B displacement | NFkB transloc pot | NFkB transloc pot cell count 2 µM
COc1ccc(C(=O)N2CCN(c3c(C)cccc3C)CC2)cc1OC | 5 | 86 | 80 | -62% | -23 | 172 | 17% | 23 | 172
Cc1c(NC(=O)c2noc3c2CCc2ccccc2-3)c(=O)n(-c2ccccc2)n1C | 9 | 105 | 96 | / | -33 | 57 | / | 33 | 57
